Growth percent in the NCI-60 one-dose screen (48 h, 10 µM unless noted): 100 = growth as untreated, 0 = no growth, -100 = all killed.
HL-60(TB): HL-60(TB) leukemia cells. AID 1794776. 78,000 compounds, 9% hits; active means growth percent below 10
* hit, by the source's call; & = joins results of further samples. Only part of the results is shown; count on the stated rates, not on these rows.

Compound	HL-60(TB)
COc1cc(NC(N)=NCC(C)(C)COc2ccc(C(F)(F)F)cc2)cnc1C#N	25
CCOC(=O)c1ccc(N2C(=O)c3ccc(C(=O)OC)cc3C2=O)cc1	93
C/C(=N\Nc1ccccc1)c1ccc(NC2=CC(=O)c3ccccc3C2=O)cc1	81
CC(=O)OC[C@]12CC[C@@H](C(=O)CBr)[C@@H]1[C@H]1CC[C@@H]3[C@@]4(C)CC[C@H](OC(C)=O)C(C)(C)[C@@H]4CC[C@@]3(C)[C@]1(C)CC2	64
NC(=O)C(=O)c1ccccc1	89
O=c1oc2ccccc2cc1-c1csc(N=Nc2c(O)[nH]c3ccc(F)cc23)n1	99
Cc1ccc[n+](CCC[n+]2cccc(C)c2)c1	92
Cc1c(Cl)cccc1S(=O)(=O)Nc1ccc2c(c1)C(=O)N(C1CCC(=O)NC1=O)C2=O (stereo unspecified)	-7.0*
CN1C(=O)CCC1C(=O)NNc1ccccc1 (stereo unspecified)	66
Cc1oc2nc[nH]c(=O)c2c1C(=O)/C=C/c1ccc(Br)cc1	-5.0*
O=[N+]([O-])c1c(Cl)cccc1-c1c[nH]cc1Cl	97
CCCC(=O)Nc1ccc(OC)cc1	33
CC(C)NCCCCCCl	102
COc1ccc(C=O)c(Br)c1O	56
O=C(O)c1ccc(N2C(=O)c3cccc4cccc(c34)C2=O)cc1	96

More records
Compound	HL-60(TB)
CC1CCCCC1C(O)(C(=O)O)C1CCCCC1C (stereo unspecified)	91
C=CCCC(C)CC (stereo unspecified)	101
NS(=O)(=O)c1ccc(C(=O)N=Nc2c(O)n(Cc3ccc(F)cc3)c3ccccc23)cc1	104
O=c1ccc(=O)n(-c2nc(-c3ccccc3)cs2)[nH]1	98
CC(=O)Oc1ccc(C(=O)O)cc1	90
Cn1ccnc1C(=O)/C=C/c1ccc(C(=O)Nc2ccc(F)cc2O)cc1	78
O=C(Nc1cccc(Br)c1)N1c2ccccc2SC12CCCC2	103
COc1ccc2c(c1)OC1=C(C(=O)OC1)C2c1cc(OC)c(OC)c(OC)c1 (stereo unspecified)	6.0*
CCOC(=O)c1ccc(NC(=O)NC2=NCCS2)cc1	13
O=c1c2c(=NCCCN3CCCC3)cc3c(=O)n(CCCN4CCCC4)c(=O)c4c(NCCCN5CCCC5)cc(c(O)n1CCCN1CCCC1)c2c4-3	30
NC(N)=N/N=C/c1cccc(Br)c1	95
COc1ccc(-n2c(Cn3nc(C)cc3C)nnc2SCC(=O)Nc2ccc(S(N)(=O)=O)cc2)cc1	101
COc1ccc(Cl)cc1C/C=N\NC(=O)c1ccncc1	64
N#Cc1n[nH]n2c1nc(=O)c1sc3ccccc3c12	90
N#Cc1c(Nc2ccccc2)n[nH]c1N	87

Reprinted from the part before: 4 compounds, then new ones.
Compound	HL-60(TB)
COc1ccc(-n2c(Cn3nc(C)cc3C)nnc2SCC(=O)Nc2ccc(S(N)(=O)=O)cc2)cc1	101
COc1ccc(Cl)cc1C/C=N\NC(=O)c1ccncc1	64
N#Cc1n[nH]n2c1nc(=O)c1sc3ccccc3c12	90
N#Cc1c(Nc2ccccc2)n[nH]c1N	87
O=C(c1cccc2ccccc12)N1CCCCC1	91
COc1ccc(S(=O)(=O)NCCCNc2nccc(-c3c(-c4ccc(F)c(OC)c4)nc4occn34)n2)cc1	98
O=C1c2ccccc2C(=O)C1c1ccccn1	100
CCOc1ccc(Br)cc1/C=C(\C#N)c1ccc([N+](=O)[O-])cc1	92
CC(=O)c1nc2ccccc2n1CCN1C(=O)NC2NC(=O)NC2C1=O (stereo unspecified)	114
CC(=O)N(O)C(C)C#Cc1ccc(NS(=O)(=O)c2ccc(Cl)cc2)cc1 (stereo unspecified)	80
CCC(C)/C=C/C=C/C(O)=C1/C(=O)NC(Cc2ccc(O)cc2)C1=O (stereo unspecified)	97
COc1cc2oc(-c3cccc(NC(=O)[C@H](C)N)c3)cc(=O)c2c(OC)c1OC	85
O=c1cc[nH]c2c(Cl)c3nnn(OCc4ccccc4)c3cc12	96
COc1cccc(/C=C2\Cc3cc4c(cc3C2=O)OCO4)c1OC	117
O=C(NCCN1CCOCC1)NCN1C(=O)c2cccc3cccc(c23)C1=O	99
Nc1nc(/C=C(/O)c2ccccc2)c2ncn(C3OC(CO)C(O)C3O)c2n1 (stereo unspecified)	109
O=C(Nc1cc(F)cc2cccnc12)c1cnc(N2CCC(O)C2)cn1 (stereo unspecified)	19
Cn1cc(C2OC(=O)c3ccccc32)c2ccccc21 (stereo unspecified)	71
C=CCNC(=S)N/C=C(\c1ccccc1)S(=O)Cc1ccccc1 (stereo unspecified)	99

A draw from above in order of count of non-hydrogen atoms, largest number first:
Compound	HL-60(TB)
COc1ccc(S(=O)(=O)NCCCNc2nccc(-c3c(-c4ccc(F)c(OC)c4)nc4occn34)n2)cc1	98
C=CCNC(=S)N/C=C(\c1ccccc1)S(=O)Cc1ccccc1 (stereo unspecified)	99
O=c1cc[nH]c2c(Cl)c3nnn(OCc4ccccc4)c3cc12	96
Cn1cc(C2OC(=O)c3ccccc32)c2ccccc21 (stereo unspecified)	71
O=C(c1cccc2ccccc12)N1CCCCC1	91

Next compounds:
Compound	HL-60(TB)
Nc1cc(C(F)(F)F)ccc1Br	92
O=C(Cc1ccc(Nc2ccnc(C(F)(F)F)c2)cc1)Nc1ccccc1O	47
S=c1ssnc1-c1ccccn1	-44*
COc1ccccc1/C=N/NC(=O)CSc1nc2ccccc2c(=O)n1CCc1ccc(S(N)(=O)=O)cc1	25
O=C1/C(=C\c2ccc(Br)cc2)CN(C(=O)c2ccccc2F)C/C1=C\c1ccc(Br)cc1	34
O=C(CN1CCN(c2cc(=O)n(-c3ccccc3)c3ccccc23)CC1)Nc1ccc(Br)cc1	87
Cc1cc(NS(=O)(=O)c2ccc(N=Nc3cc(N=Nc4ccc(S(=O)(=O)Nc5cc(C)nc(C)n5)cc4)c4c(NC(=O)C(Cl)Cl)cccc4c3OC(=O)C(Cl)Cl)cc2)nc(C)n1 (tested in a mixture with another compound)	98&116
O=C1NC(=O)C(Br)(Br)C(=O)N1	67
Cn1c(=O)c2c(ncn2CCC(=O)Nc2ccc(F)cc2)n(C)c1=O	94
Cc1ccc(-c2nn3c(-c4ccccc4)nnc3o2)cc1	110
COc1ccc(C2=NN(c3ccccc3)C(c3sc(Cl)nc3Cl)C2)cc1 (stereo unspecified)	130
C[N+](C)(C)CC(=O)N/N=C\c1ccco1	53
COc1c(/C=C/C(=O)N2CCCC2)cc2c(c1OC)OCO2	108
COc1cccc(CCC(=O)c2cc3c(N)c(C(=O)Nc4ccccc4)sc3nc2C)c1	6.6*
Cc1ccc(NS(=O)(=O)c2ccc(Br)cc2)cc1	94

(cont.)
Compound	HL-60(TB)
N#Cc1c(-c2ccc(Br)cc2)cc(-c2ccccc2)[nH]c1=O	83
CC(c1ccccc1)(c1ccccc1)C(O)c1ccccc1 (stereo unspecified)	83
CC(C)=C(c1ccc(Cl)cc1)c1ccccc1Cl	90
CC(=O)c1cc(C)oc1C	108
Cc1ccc2[nH]c(=O)c(C3C4=C(CC(C)(C)CC4=O)Nc4nc(N)nc(N)c43)cc2c1 (stereo unspecified)	94
COC(=O)[C@@H](Cc1cnc[nH]1)NC(=O)/C=C/c1ccccc1	101
COc1ccc2oc(=O)cc(C3c4ccc([nH]4)C(c4cc(=O)oc5ccc(OC)cc45)c4ccc([nH]4)C(c4cc(=O)oc5ccc(OC)cc45)c4ccc([nH]4)C(c4cc(=O)oc5ccc(OC)cc45)c4ccc3[nH]4)c2c1 (stereo unspecified)	-15*
CCCCc1cc(C)ccn1	86
C#CCC1(O)CCC2C3CCc4cc(OC)ccc4C3CCC21C (stereo unspecified)	95
CNC(C)=O	107
N#C/C(=C\c1ccc2c(c1)OCO2)c1ccccc1	62
CC1CN(C(C)C)C(=S)N(c2ccccc2)C1=O (stereo unspecified)	113
Oc1ccc(C=Nc2ccccc2O)cc1	94
O=C1C(Cl)=C(SC2=NCCN2)C(=O)c2ccccc21	81
COc1cc(-c2noc(-c3cccc(N)c3)n2)cc(OC)c1OC	70

Further structures
Structure	HL-60(TB)
COc1ccccc1N=C1SCC(=O)N1Cc1ccco1	113
Clc1ccc(C(OCCN2CCCCC2)c2ccccc2)cc1 (stereo unspecified)	97
COc1ccc(N=Nc2c(N)nn3c(-c4ccc(OC)c(OC)c4)c(C#N)c(N)nc23)cc1	69
CCOC(=O)CC(C(=O)OCC)C(C)c1ccccc1 (stereo unspecified)	103
O=C(Cn1cc(COc2ccc([N+](=O)[O-])cc2)nn1)Nc1nc2ccccc2s1	100
CC(C)C1(C(C)C)NC(=O)NC1=O	95
C=C1CC[C@@H]2[C@]3(C)COC(c4cn(-c5ccccc5)nc4-c4ccccc4)O[C@@H]3CC[C@@]2(C)[C@@H]1C/C=C1/C(=O)OC[C@H]1O (stereo partly specified)	-34*
CC(=O)NCCO[C@H]1Cc2cc3ccc(=O)oc3cc2OC1(C)C	105

Following part
Structure	HL-60(TB)
CCC(CN(C(=O)c1ccc([N+](=O)[O-])cc1)C1CCCCC1)OC(=O)c1ccc([N+](=O)[O-])cc1 (stereo unspecified)	29
Clc1ccc(N=c2oc3ccccc3cc2-c2cc3ccccc3[nH]2)cc1	100
Brc1ccc(Nc2nc(Nc3cnc4ccccc4c3)c3[nH]cnc3n2)cc1	93
c1ccc(Cc2nc3ccccc3[nH]2)cc1	71
BrCCCOc1ccc(Oc2ccc(OCCCBr)cc2)cc1	106
CS(=O)(=O)c1nccc(-c2c(-c3cccc(OCCc4ccccc4)c3)nc3sccn23)n1	99
O=C(NCSC1=NCCS1)NCSC1=NCCS1	117
O=C(/N=C/C(Cl)(Cl)Cl)Nc1ccc(Cl)cc1	80

Other records follow:
Structure	HL-60(TB)
Cc1cn2c(/C=C3/C(=O)Nc4c3ccc3ccccc43)c(C(F)(F)F)nc2s1	1.5*
CC(C)(C)C1OC1(C)CO (stereo unspecified)	95
CCC(=O)N(C)C1(C#N)CCCCC1	102
CN(C)c1ccccc1C(=O)N/N=C/c1ccc(F)cc1	99
COc1cc2cc3c(nc2cc1OC)CCN3Cc1ccc(NC(=O)Nc2ccc(F)cc2F)cc1	81
O=C(NNc1ccccc1)c1ccccc1	-1.5*
Nc1[nH]c(=S)ncc1Oc1ccc(Cl)cc1Cl	96
Oc1c(Cl)cc(Cl)cc1/C=N/NC(=S)Nc1cc(C(F)(F)F)cc(C(F)(F)F)c1	31

(further entries)
Structure	HL-60(TB)
COc1ccc2oc(=O)cc(Cn3cnc4c(NCc5ccco5)ncnc43)c2c1	97
CCc1ccc(Nc2ncnc3c2cnn3-c2cccc(F)c2)cc1	117
O=C(Nc1cccc(Cl)c1)Nc1nc2cc([N+](=O)[O-])ccc2o1	53
O=COC1CCCCCC1	99
CCOC(=O)c1ccc2c(c1)ncn2-c1ccc(N)cc1	97
Nc1nc(-c2ccccc2)c(CCCNc2ccccc2)c(=O)[nH]1	92&114
COc1ccc(N=Nc2nccs2)c(O)c1	-32*
NC(=O)C1C2C=CC(O2)C1C(=O)O (stereo unspecified)	92

Rewritten as labelled records: 4 of the compounds above.
smiles: COc1ccc2oc(=O)cc(Cn3cnc4c(NCc5ccco5)ncnc43)c2c1
- HL-60(TB): 97

smiles: CCc1ccc(Nc2ncnc3c2cnn3-c2cccc(F)c2)cc1
- HL-60(TB): 117

smiles: O=C(Nc1cccc(Cl)c1)Nc1nc2cc([N+](=O)[O-])ccc2o1
- HL-60(TB): 53

smiles: O=COC1CCCCCC1
- HL-60(TB): 99

Additional compounds
Structure	HL-60(TB)
N#Cc1c(-c2ccc(Cl)cc2)nc(N/N=C/c2cccc(F)c2)nc1N1CCOCC1	93
CSc1c(C#N)c(N)nc2c3c(=N)n4c(nc3nn12)sc1cc(Cl)c(Cl)cc14	98
COc1ccc(/C=C2\Oc3cc(OCCN4CCCCC4)ccc3C2=O)cc1	98
O=C(COc1ccc(Cl)cc1Cl)OCCOc1cc(Cl)c(Cl)cc1Cl	92
CCN(CC)CCCC(C)NC(=O)Nc1cc(OC)cc2cccnc12 (stereo unspecified)	77
O=c1ccn(C2OC(CO)C(O)C2F)c(=O)[nH]1 (stereo unspecified)	130
Nc1ccccc1-c1ccc([N+](=O)[O-])cc1	14
CCOC(=O)C1=C(CSC2=NCCS2)N(C)C(=O)NC1c1ccccc1 (stereo unspecified)	91

Continued.
Structure	HL-60(TB)
Clc1ccc(-c2nn(-c3ccccc3)c3nccc(-c4cccs4)c23)cc1	99
C(=N\N=C\c1ccccc1)/c1ccccc1	100
CCCCCCNC(=O)Oc1ccc(/C(=C(/CC)Cc2ccccc2)c2ccc(OCCN3CCCC3)cc2)cc1	68
O=C(CCc1nnc2sc(=S)[nH]n12)c1nc2ccccc2[nH]1	103
c1ccc2nc(OCCN3CC3)ccc2c1	73
Fc1ccc(NC(c2ccc(F)cc2)C2CCN(CCCCc3ccccc3)CC2)cc1 (stereo unspecified)	11
COc1cc(C2c3c([nH]c(=O)[nH]c3=O)Nc3ccc4ccccc4c32)cc(OC)c1OC (stereo unspecified)	96
NC(=O)NS(=O)(=O)c1ccc(N)cc1	98

Next part.
Structure	HL-60(TB)
COC1=C(OC)C2C3(O)CCCc4cccc(c43)N3C(=O)CCC23C=C1 (stereo unspecified)	92
O=c1ccn(C2OC(CO)C(O)C2Cl)c(=O)[nH]1 (stereo unspecified)	98
Cc1ccccc1N=Nc1ccc(N=Nc2cc(S(=O)(=O)O)c3ccccc3c2O)c(C)c1	115
CCOC(=O)C(C#N)=C1CCCCC1	101
CCOC(=O)/C(F)=C/C1CC1C1CCCCC1 (stereo unspecified)	99
O=C1Nc2cc(-c3cccc([N+](=O)[O-])c3)ccc2/C1=C/c1ccc[nH]1	101
O=C(O)CCc1ccc(O)cc1	121
CCN(CC)CC(=O)Nc1cc(NC(=O)CN(CC)CC)c(C)c(NC(=O)CN(CC)CC)c1	60
Clc1ccc2c(c1)C1CC2CCCN1Cc1ccccc1 (stereo unspecified)	96
O=C1Nc2ccccc2/C1=N/N=C/c1ccc(OC2OC(CO)C(O)C(O)C2O)cc1 (stereo unspecified)	101
CN1C(=O)N(C)C2C1NN=c1s/c(=C\C(=O)O)c(=O)n12 (stereo unspecified)	105
